# ZTA counter – counter-screen for EBNA-1 inhibitors: inhibitors of Epstein-Barr virus ZTA; P03206; ZTA-DNA binding, fluorescence polarization; inhibition, % at 11 µM; actives 0.15% (n = 320,000); AID 2234; in the data active = inhibition above about 33%
# PAFAH1B3 inh – inhibitors of human PAFAH1B3; actives 0.28% (n = 340,000); recombinant PAFAH1B3, FP-rhodamine probe, fluorescence polarization; AID 492972; inhibition, % at 3.39 µM; Q15102;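 active = inhibition above the screen-wide average of all tested compounds plus 3 SD, cut at about 25% in these data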;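 note: 0% = enzyme with DMSO only and 100% = wells lacking PAFAH1B3 protein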
# LYPLA1 inh – blocks human lysophospholipase 1, a PME1 counter-screen; AID 2174; O75608; actives 0.16% (n = 320,000); recombinant LYPLA1, FP-Rh probe fluorescence polarization; inhibition, % at 5.9 µM;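 active = inhibition above the mean of all tested compounds plus 3 SD, set per campaign, cut at about 14% in these data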;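 note: inhibitors block serine hydrolase probe labeling of LYPLA1 so polarization falls; 0% = enzyme with DMSO and 100% = wells lacking LYPLA1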
# LYPLA2 counter – blocks human lysophospholipase 2, a PME1 counter-screen; actives 0.38% (n = 320,000); recombinant LYPLA2, FP-Rh probe fluorescence polarization; AID 2177; inhibition, % at 5.9 µM;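 active = inhibition above the screen-wide mean plus 3 SD, limit set per campaign, cut at about 26% in these data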;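 note: 0% = LYPLA2 with DMSO and 100% = wells lacking LYPLA2 enzyme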
# PREPL inh – inhibitors of human prolyl oligopeptidase-like enzyme PREPL. Q4J6C6. recombinant PREPL, fluorescence polarization activity-based probe. inhibition, % at 5.96 µM. actives 0.68% (n = 320,000); in the data active = inhibition above about 43%;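 note: 0% = enzyme with DMSO and 100% = wells lacking enzyme; many of its hits are not listed in these tables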
# Target sequence (Q4J6C6 whole entry, looked up): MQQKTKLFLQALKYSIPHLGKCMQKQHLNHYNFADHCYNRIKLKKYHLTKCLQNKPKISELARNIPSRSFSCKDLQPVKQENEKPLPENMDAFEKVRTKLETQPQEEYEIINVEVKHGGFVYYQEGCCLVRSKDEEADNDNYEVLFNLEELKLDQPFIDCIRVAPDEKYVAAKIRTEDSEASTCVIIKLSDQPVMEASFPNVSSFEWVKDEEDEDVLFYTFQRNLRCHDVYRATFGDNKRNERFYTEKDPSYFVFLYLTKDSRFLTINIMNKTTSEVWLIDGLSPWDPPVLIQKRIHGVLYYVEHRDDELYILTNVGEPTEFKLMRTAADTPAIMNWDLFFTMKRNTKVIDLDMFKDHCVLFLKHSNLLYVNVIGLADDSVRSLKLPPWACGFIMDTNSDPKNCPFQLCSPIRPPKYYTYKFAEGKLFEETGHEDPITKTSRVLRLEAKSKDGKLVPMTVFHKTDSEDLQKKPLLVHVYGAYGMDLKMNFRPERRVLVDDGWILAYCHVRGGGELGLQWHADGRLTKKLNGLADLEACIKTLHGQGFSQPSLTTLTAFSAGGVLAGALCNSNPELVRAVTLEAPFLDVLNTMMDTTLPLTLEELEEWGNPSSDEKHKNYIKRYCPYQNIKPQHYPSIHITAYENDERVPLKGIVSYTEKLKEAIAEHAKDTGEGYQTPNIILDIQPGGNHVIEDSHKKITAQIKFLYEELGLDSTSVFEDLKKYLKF
# GSTO1 counter – blocks human GSTO1 in RBBP9 counter-screen. inhibition, % at 5.96 µM. recombinant GSTO1, activity-based probe fluorescence polarization. actives 1.1% (n = 300,000);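 active = inhibition above the campaign mean inhibition plus 3 SD, cut at about 35% in these data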;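 note: 0% = GSTO1-1 with DMSO and 100% = wells lacking GSTO1-1 enzyme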
# Target sequence (P78417 whole entry, looked up): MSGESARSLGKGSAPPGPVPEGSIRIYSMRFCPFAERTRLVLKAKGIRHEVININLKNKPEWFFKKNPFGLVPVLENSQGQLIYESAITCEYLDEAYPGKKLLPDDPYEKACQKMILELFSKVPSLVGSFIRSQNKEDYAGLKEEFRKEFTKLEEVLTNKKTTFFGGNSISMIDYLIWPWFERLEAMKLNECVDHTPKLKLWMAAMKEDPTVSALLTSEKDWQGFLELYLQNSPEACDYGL
# PAD4 inh – PAD4 (human) enzyme inhibition; inhibition, % at 6.36 µM; actives 0.41% (n = 330,000); Q9UM07; recombinant PAD4, RCA probe fluorescence polarization;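 active = percent inhibition above a cutoff equal to the mean of all tested compounds plus 3 SD, cut at about 15% in these data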;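 note: 0% = PAD4 with RCA probe and DMSO and 100% = probe without PAD4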
# EBNA-1 inhibitor – blocks EBNA-1 binding to DNA; inhibition, % at 14.8 µM; AID 1950; actives 0.34% (n = 300,000); EBNA-1 DNA binding, fluorescence polarization; in the data active = inhibition above about 28%
# PAFAH2 FP inh – PAFAH2 (human) inhibition. Q99487. recombinant PAFAH2, FP-rhodamine activity probe, fluorescence polarization. inhibition, % at 3.39 µM. actives 0.99% (n = 340,000);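 active = inhibition above the mean over all tested compounds plus 3 SD, cut at about 30% in these data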;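 note: inhibitors block probe labeling of enzyme so polarization drops; 0% = enzyme with DMSO and 100% = wells lacking PAFAH2 protein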
# Active calls of the source: *; x = not tested or not shown.
SMILES	ZTA counter	PAFAH1B3 inh	LYPLA1 inh	LYPLA2 counter	PREPL inh	GSTO1 counter	PAD4 inh	EBNA-1 inhibitor	PAFAH2 FP inh
Cc1cc(NC(=O)CCC(=O)N(Cc2ccco2)C2(C(=O)NC3CCCCC3)CCCCC2)no1	-11	-8	5	7	12	3	-2	0	8
Cc1ccc(CNC(=O)CCS(=O)(=O)c2ccc3c(c2)NC(=O)CS3)cc1	0	4	1	0	-2	0	-2	4	2
Cc1ccc(C(=O)OCC(=O)N2CCCCCC2)cc1S(=O)(=O)N1CCOCC1	x	9	x	x	7	x	-2	x	11
CCOc1cc(/C=N/O)ccc1OCC(=O)Nc1cccc(C)c1	-5	2	1	4	10	-2	8	-1	-1
COC(=O)c1ccc2nc(NC(=O)C(C)C)sc2c1	9	10	2	8	-2	-3	-1	2	2
CCN(Cc1ccccc1)C(=O)c1ccc(CNS(=O)(=O)c2ccc(C)cc2)cc1	-5	4	0	5	13	3	-5	7	3
CCN(CC)CCn1c(=S)[nH]c2ccc(Cl)cc2c1=O	15	-3	3	5	1	3	1	7	3
CN(C)c1ccc(NC(=O)c2cccc(N3C(=O)CCC3=O)c2)cc1	-1	10	-1	5	5	14	-2	12	3
COC(=O)c1ccc(NC(=O)CCNS(=O)(=O)c2cccc3nonc23)cc1	6	5	2	9	6	4	-1	3	5
Cc1ccc(C(O)P(=O)(OCc2ccccc2)c2ccc(N(C)C)cc2)cc1 (stereo not drawn)	-22	12	3	11	24	3	3	3	2
O=[N+]([O-])c1cc2c(cc1[N+](=O)[O-])OCCOCCOCCOCCO2	13	-4	-1	4	1	3	5	3	-1
CCC(C)(C)n1nnnc1C(c1ccccc1F)N1CCC(C(N)=O)CC1 (stereo not drawn)	-7	8	1	1	13	-7	-1	-1	5
CN(NC(=O)c1ccccc1F)c1nc(C(F)(F)F)nc2ccccc12	3	5	3	8	6	-5	-3	-1	-2
NS(=O)(=O)c1ccc(NCC2COc3ccccc3O2)c([N+](=O)[O-])c1 (stereo not drawn)	2	9	0	15	-1	1	-5	-4	2
COc1ccc(OC)c(S(=O)(=O)N2CCN(C)CC2c2ccccc2)c1 (stereo not drawn)	x	5	x	x	1	x	2	x	-23
CN(C)c1ccc(C(=S)Nc2ccccc2)cc1	-3	3	1	1	3	2	2	-8	-1
O=C(NCCCn1ccnc1)/C(=C/c1ccco1)NC(=O)c1ccccc1	-10	2	-2	-7	-1	3	-4	0	-1
COCCn1c(SCC(=O)Nc2ccc3[nH]c(=O)[nH]c3c2)nc2ccccc21	x	8	x	x	20	x	4	x	1
Cc1ccc2c(c1)c1nnc(SCC(=O)Nc3cccc(Cl)c3C)nc1n2CC(=O)O	17	-4	-4	-6	-14	-8	-4	7	-3
Cc1sc(-c2cccnc2)nc1OC(=O)C1CC1	-11	0	2	-2	19	-1	-2	-11	-1
CN(C)S(=O)(=O)N1CCN(c2ccc([N+](=O)[O-])c(NC3CC3)c2)CC1	4	10	-2	9	-2	2	-6	3	-6
CC(=O)c1ccc(NC(=O)CN2CCOCC2)cc1	-3	6	3	4	-4	2	0	3	-2
COc1ccccc1CN1CC(C(=O)NCc2cccc(Cl)c2)CCC1=O (stereo not drawn)	-30	9	4	1	7	0	-1	-13	-29
CCCCn1c(N)c(N(CC(C)C)C(=O)CN2C(=O)C3CCCCC3C2=O)c(=O)[nH]c1=O (stereo not drawn)	3	3	2	-2	20	0	0	-11	1
CCOC(=O)C1(CC2CC2)CCN(C(=O)c2cccnc2C)CC1	4	12	2	-1	-9	-1	-3	2	0
CC(C)Cn1cnc2c(c(-c3ccccc3)c(-c3ccccc3)n2Cc2ccco2)c1=N	-14	3	1	1	13	2	0	-1	2
CC(C)Nc1ccc(Nc2ccnc3cc4ccccc4cc23)cc1	-16	10	0	7	60*	10	-3	-1	6
CN(C)C(CNC(=O)c1ccc(S(=O)(=O)Nc2ccccc2F)cc1)c1ccccc1 (stereo not drawn)	15	3	2	3	2	3	0	3	3
O=C(O)C1CCCN(S(=O)(=O)c2ccc(Cl)s2)C1 (stereo not drawn)	-12	6	4	6	2	5	2	7	-2
Cc1c(Br)c(C(F)(F)F)nn1CC(=O)NCCN1CCOCC1	3	4	2	6	16	6	-2	-9	1
COc1cc(C(=O)OCC(=O)NCC2CCCCC2)ccc1OCC(C)C	11	-2	0	-1	12	0	3	2	68*
O=C(CCNS(=O)(=O)c1ccccc1C(F)(F)F)Nc1ccncc1	-6	1	-3	5	6	x	3	x	1
CC1Sc2ccc(S(=O)(=O)CCC(=O)NCc3ccc(Cl)cc3)cc2NC1=O (stereo not drawn)	-11	12	1	-5	2	1	-4	-15	3
COc1ccc(C2c3ccc(O)cc3Oc3ncn4nc(-c5ccccn5)nc4c32)cc1 (stereo not drawn)	4	6	-3	-7	-11	-3	1	-10	-9
O=S(=O)(c1ccc(F)c(F)c1)N1CCN(c2ncccn2)CC1	-5	3	0	4	13	3	1	7	1
Clc1ccc(-c2cc(COc3ccccc3)no2)cc1Cl	-3	5	-2	2	6	16	-1	-10	-6
O=C(CSC1CN(C(c2ccccc2)c2ccccc2)C1)N/N=C/c1ccc(Cl)cc1Cl	-8	-26	-18	-36	17	6	0	1	-24
Cc1ccc(S(=O)(=O)CC(=O)Nc2cc(C)on2)cc1	-3	5	-1	-3	-3	-1	2	0	4
Fc1cccc(-c2cc3nc(-c4ccccc4)cc(N4CCC5(CC4)OCCO5)n3n2)c1	9	-5	-10	-12	-7	-6	-4	-2	-2
O=C(NNC1CC(=O)N(c2ccccc2)C1=O)c1ccc(COc2ccccc2Cl)o1 (stereo not drawn)	-13	-2	2	-1	-4	0	-4	7	3
CCn1cc(C(=O)NCCCN2CCCC(C)C2)c(=O)c2cc(S(=O)(=O)N3CCc4ccccc4C3)ccc21 (stereo not drawn)	4	2	0	1	11	6	-3	-10	6
COC(=O)CSc1nnc(CNC(=O)Cc2ccccc2)n1-c1ccccc1OC	12	-1	-1	6	26	1	-5	8	6
CCOC(=O)CC(C(=O)OCC)P(=O)(c1ccccc1)c1ccccc1 (stereo not drawn)	17	-1	1	-3	3	14	1	-5	1
COc1cc(NC(=O)C2CC(c3ccccc3O)=NO2)c(OC)cc1Cl (stereo not drawn)	-12	4	6	6	4	-3	3	8	0
Cc1ccc(/C=C/C(=O)OCC(=O)c2ccc3c(c2)NC(=O)CO3)o1	x	5	x	x	6	x	2	x	5
Cc1ccc(Cl)cc1N1CCN(C(=O)Cn2ncn3cccc3c2=O)CC1	-6	7	3	4	18	5	3	3	3
CSc1oc(-c2ccco2)nc1S(=O)(=O)c1ccccc1	4	-9	-2	2	9	5	0	10	4
Cc1ccc(S(=O)(=O)Nc2ccc(N(C)C)cc2)cc1	5	7	-1	-2	38	7	-2	-9	1
Cc1ccc(S(=O)(=O)NNC(=S)NCC2CCCO2)cc1 (stereo not drawn)	2	1	0	-8	5	4	0	-3	4
COc1ccccc1C1NC(=O)NC(C)=C1C(=O)OC1CCC(C)CC1 (stereo not drawn)	-12	-5	1	-1	-8	-21	0	-23	2
CCOC(=O)C1=C(COC(=O)/C=C/c2cc(Br)ccc2F)NC(=O)NC1C (stereo not drawn)	-2	7	0	2	16	-8	-4	5	4
COC(=O)c1cc(C)sc1NC(=O)C1CC(=O)NN1Cc1ccccc1 (stereo not drawn)	-7	0	3	-3	-19	-6	0	-3	5
Cc1nc(N)nc(COc2ccccc2)n1	-5	1	0	0	4	4	2	-6	2
COc1ccc(C2(c3ccc(OC)cc3)NC(=O)N(CC(=O)NC3CCS(=O)(=O)C3)C2=O)cc1 (stereo not drawn)	x	10	x	x	-2	x	-2	x	5
CC(C)NC(=O)c1ccc2c(c1)N(CC(=O)N1CCOCC1)C(=O)C(C)(C)O2	8	-2	6	9	1	3	4	11	-4
Cn1nc(C(=O)Nc2cccc(S(N)(=O)=O)c2)c2ccccc2c1=O	-1	0	5	9	13	-17	-1	3	0

# Results in PAFAH1B3 inh, for three of the compounds above:
SMILES,PAFAH1B3 inh
COc1ccccc1C1NC(=O)NC(C)=C1C(=O)OC1CCC(C)CC1 (stereo not drawn),-5
Cn1nc(C(=O)Nc2cccc(S(N)(=O)=O)c2)c2ccccc2c1=O,0
Cc1nc(N)nc(COc2ccccc2)n1,1

# The list continues:
SMILES	ZTA counter	PAFAH1B3 inh	LYPLA1 inh	LYPLA2 counter	PREPL inh	GSTO1 counter	PAD4 inh	EBNA-1 inhibitor	PAFAH2 FP inh
CCC(=O)NC1OC(CO)C(O)C(O)C1O (stereo not drawn)	9	11	1	3	-2	1	-8	6	-2
CCN(CC)CCn1c(=S)[nH]c2cc(Cl)ccc2c1=O	8	-3	-1	1	-6	5	3	10	3
Cc1ccc(S(=O)(=O)CCN2CCN(c3ccccc3)CC2)cc1	5	0	-1	1	-27	-2	-4	3	-4
Cn1c(CNC(=O)c2ccco2)nnc1SCC(=O)Nc1ccc(Br)cc1F	-15	9	4	1	3	5	-1	10	-2
Fc1ccccc1NC(=S)NCc1ccccc1	-17	4	0	-5	-7	3	-5	-9	-4
O=C1N=C(N2CCCCC2)S/C1=C\c1cn[nH]c1-c1ccccc1	14	2	1	1	0	-24	-8	91*	-4
Cc1cc(C)c(C#N)c(SCCS(=O)(=O)c2ccc(C(C)(C)C)cc2)n1	1	0	2	1	-10	2	2	4	1
S=C1NCCOCCOCCOCCOCCNC(=S)N2CCOCCOCCN1CCOCC2	6	5	0	2	1	9	0	2	0
COc1ccc(CC2(CO)CCN(Cc3nc(C(C)C)cs3)CC2)cc1	-14	5	2	8	6	1	-3	0	9
CCOC(=O)c1ccc2c(c1)nc(-c1ccc(F)cc1)c1nccn12	-9	6	-5	3	4	3	0	-4	-1
O=C(NC(=S)NCC1CCCO1)c1ccco1 (stereo not drawn)	7	2	-1	-1	-5	-1	3	1	4
COc1ccc(/C(O)=C2\C(=O)C(=O)N(Cc3ccco3)C2c2ccc(OC)cc2OC)cc1 (stereo not drawn)	4	3	-2	-1	7	-5	-5	0	6
CCOc1cc(C2C(C(=O)c3ccco3)=C(O)C(=O)N2CCc2ccccc2)ccc1O (stereo not drawn)	13	0	-1	-1	3	7	-2	6	-3
Fc1ccc2c(Cl)c(-c3nnc(-c4cccs4)o3)sc2c1	20	5	1	0	3	2	-5	5	5
COc1ccc(CC(=O)NCC(C)(C)N2CCOCC2)cc1	-9	5	3	0	15	8	3	5	-9
Cc1ccc(C(C)C)cc1OCC(=O)NNC(=O)Nc1ccccc1	8	4	0	-2	2	2	2	-5	-6
COc1ccc(C2CC(=O)C(C=NCCO)=C(O)C2)cc1OC (stereo not drawn)	-3	9	1	-2	5	3	1	-6	0
CCOCCc1nnc(NC(=O)CSc2ccccc2)s1	7	9	0	3	3	-2	0	16	0
O=S(=O)(c1c(Cl)cc(Br)cc1Cl)N1CCN(C(=S)NC2CC2)CC1	x	2	x	x	-11	x	0	x	-3
COc1ccc(CNc2nc(NCc3ccc(OC)cc3)n(C(C)=O)n2)cc1	0	6	1	-5	19	-20	-5	65*	4
COc1ccc(CCN(C)C(=O)CSc2nnnn2C)cc1OC	-9	11	3	18	14	0	-1	7	-3
C#CCN(C(=O)c1cc(COc2ccc(C)c(C)c2)on1)C1CCCCC1	-15	7	-1	7	9	-2	0	7	-1

# High-throughput results from PubChem.

# Only part of the results is shown, so the mix of outcomes need not match the whole.
